# OPRM1-OPRD1 ag – OPRM1-OPRD1 heterodimerization agonism | cells, luminescence | activation, % at 9.3 µM | P35372+P41143 | hit rate 0.3% among 340,000; in the data active means activation above about 18%;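 further: 0% = vehicle-treated cells and 100% = reference agonist; values of inactives mirror those of a sister screen read the other way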
# Target sequence (P35372 whole entry, looked up): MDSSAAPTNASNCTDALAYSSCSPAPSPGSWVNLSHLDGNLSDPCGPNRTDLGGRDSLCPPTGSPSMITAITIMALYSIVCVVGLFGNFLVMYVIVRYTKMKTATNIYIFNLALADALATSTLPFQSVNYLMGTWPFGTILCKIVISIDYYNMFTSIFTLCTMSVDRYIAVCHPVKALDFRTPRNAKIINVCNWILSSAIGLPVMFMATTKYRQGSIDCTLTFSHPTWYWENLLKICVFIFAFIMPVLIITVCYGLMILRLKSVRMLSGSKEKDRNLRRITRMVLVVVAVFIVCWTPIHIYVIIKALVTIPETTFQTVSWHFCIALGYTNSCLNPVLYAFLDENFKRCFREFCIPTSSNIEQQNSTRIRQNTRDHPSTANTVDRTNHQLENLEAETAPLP
# Target sequence (P41143 whole entry, looked up): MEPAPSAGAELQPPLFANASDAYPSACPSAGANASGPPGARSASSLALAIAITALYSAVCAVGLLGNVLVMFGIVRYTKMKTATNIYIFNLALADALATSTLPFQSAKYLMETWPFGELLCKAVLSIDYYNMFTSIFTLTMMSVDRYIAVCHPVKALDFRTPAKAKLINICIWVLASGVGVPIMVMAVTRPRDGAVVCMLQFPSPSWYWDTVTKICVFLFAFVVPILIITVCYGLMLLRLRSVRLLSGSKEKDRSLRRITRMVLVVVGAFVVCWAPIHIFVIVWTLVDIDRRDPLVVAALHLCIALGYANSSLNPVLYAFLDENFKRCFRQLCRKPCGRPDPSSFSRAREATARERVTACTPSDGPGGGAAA
# HTR5A inv ctr – counter-screen for OPRM1-OPRD1 inverse agonists: human HTR5A inverse agonism | inhibition, % at 9.3 µM | P47898 | HTR5A cell line, luminescence | hit rate 0.083% among 340,000; in the data active means inhibition mostly above about 23%, no sharp cut-off; inactive means mostly below about 18%;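 further: 0% = cells with DMSO and 100% = no-cell wells with DMSO; some compounds called inactive have numbers as strong as hits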
# V-ATPase pHluor – regulators of yeast V-ATPase proton transport; S. cerevisiae, pHLuorin cytosolic pH fluorescence; response, % at 10 µM; hit rate 0.37% among 350,000; AID 504577; in the data active means response mostly above about 7.3%, no sharp cut-off; inactive means mostly below about 5.4%; further: actives read high; inactives centre near 0; some compounds called inactive have numbers as strong as hits; reference of the scale not given here
# Keap1 Nrf2 FP – disrupts human Keap1 binding to Nrf2 peptide | inhibition, % at 9.4 µM | hit rate 0.15% among 340,000 | Keap1 Kelch-Nrf2 peptide fluorescence polarization, 1536-well; in the data active means inhibition above about 12%;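 further: human Keap1 Kelch domain with fluorescein labeled Nrf2 9mer peptide probe; 0% = neutral control wells and 100% = peptide positive control; higher means more block of Keap1 binding to Nrf2 peptide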
# HTR5A ag – HTR5A agonism, opioid heterodimer counter-screen; hit rate 0.61% among 340,000; HTR5A agonist assay, luminescence, cell-based; P47898; activation, % at 9.3 µM; AID 504692; in the data active means activation mostly above about 9.5%, no sharp cut-off; inactive means mostly below about 7.6%;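 further: 0% = cells with vehicle only and 100% = reference agonist; strong numbers were not always called active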
# OPRM1-OPRD1 inv – mu-delta opioid heterodimer inverse agonism; hit rate 0.21% among 340,000; P35372+P41143; inhibition, % at 9.3 µM; cell-based MOR-DOR heterodimer luminescence; in the data active means inhibition above about 22%, passing the limit was not always enough;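 further: 0% = cells with DMSO and 100% = wells without cells with DMSO; values of inactives mirror those of a sister screen read the other way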
# RTF Ca sens act – cardiac RTF calcium sensitization; P19429+P45379; IANBD-labeled TnC RTF fluorescence at EC20 calcium; 0% EC20 calcium, 100% full calcium; activation, % at 7.2 µM; hit rate 0.24% among 340,000;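 active means activation above the mean over all tested compounds plus 3 SD, cut at about 30% in these data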;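 further: rise in fluorescence read as greater calcium sensitivity of cardiac thin filaments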
# Cardiac RTF inh – cardiac RTF calcium desensitization; P19429+P45379; IANBD-labeled cardiac RTF, Ca2+ fluorescence; inhibition, % at 7.15 µM; hit rate 0.12% among 340,000; AID 493244;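 active means inhibition above the mean inhibition of all tested compounds plus 3 SD, cut at about 17% in these data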;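 further: assay run at fixed EC70 calcium of 1.6 mM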
# C-LANA FP – inhibitors of KSHV LANA C-terminal domain DNA binding. MBP-C-LANA/FAM-LBS DNA binding, fluorescence polarization. hit rate 0.078% among 340,000. inhibition, % at 9 µM;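 active means highest replicate inhibition at or above 60% at 9 µM, even if other replicates fall short; inactive means all replicates below 60% inhibition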;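 further: 0% = neutral control wells and 100% = 4 µM acridine orange control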
# CAL PDZ FP – CAL PDZ (human) peptide binding inhibition. Q9HD26. hit rate 0.92% among 300,000. purified CAL PDZ, TMR-peptide fluorescence polarization, 1 h. inhibition, % at 24.9 µM;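 active means mean inhibition of at least 30% with at least half of replicates also reaching 30%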;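 further: 0% = DMSO neutral control and 100% = excess unlabeled competitor peptide PRC23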
# * marks the source's active call; other numbers are inactive results; x = not tested or not shown.
SMILES,OPRM1-OPRD1 ag,HTR5A inv ctr,V-ATPase pHluor,Keap1 Nrf2 FP,HTR5A ag,OPRM1-OPRD1 inv,RTF Ca sens act,Cardiac RTF inh,C-LANA FP,CAL PDZ FP
N=c1oc2ccc3ccccc3c2cc1-c1nc(-c2ccccc2)cs1,-0.4,-44,0,-1,1,2,5,0,4.9,0
Cn1nnnc1SCC(=O)NCc1cccs1,-1.4,0,0,-2,0,8,0,-3,-1.0,53*
CCOc1ccc(Nc2cc3n(c(=O)n2)CCc2cc(OC)c(OC)cc2-3)cc1,1.4,-11,0,-2,3,-7,-2,-8,-0.9,-7
Cc1ccc(S(=O)(=O)C(CCC(=O)N2CCOCC2)S(=O)(=O)c2ccc(C)cc2)cc1,-3.0,-7,0,2,3,15,-3,2,-1.0,x
CCC(C)(C(=O)NC1CCCC1)N(C(=O)c1ccccn1)c1ccccc1 (stereo not drawn),-2.0,-4,5,5,2,11,-2,-2,7.1,-2
O=C1C=CC2=C3c4cc(O)c(O)cc4CC3(O)COC2=C1O (stereo not drawn),0.0,32,1,-8,8,0,-29,37*,107*,-6
CC(=O)c1ccc(NC(=O)N2CCN(c3cccc(Cl)c3)CC2)cc1,0.1,6,0,0,-2,-1,-3,-1,0.1,12
Cc1cccc2nc(C(=O)Nc3cc(Cl)ccc3-n3cncn3)cn12,-3.3,-7,2,3,3,13,0,-6,0.6,-2
CSc1ccc(CCNC(=O)CCc2nnc3ccc(N4CCC5(CC4)OCCO5)nn23)cc1,0.7,-4,1,-5,3,-4,-1,-3,0.0,-4
CC(Oc1ccccc1)C(=O)NC1CCCCCCC1 (stereo not drawn),-0.1,-2,-1,-3,6,0,13,0,0.6,-3
CC(C)COC(=O)C1C(=O)CC(C)(O)C(C(=O)OCC(C)C)C1c1cccnc1 (stereo not drawn),-1.1,0,1,-2,-2,6,3,-7,-1.1,-1
CCCn1c(SCC(=O)Nc2ccccc2Cl)n[nH]c1=O,-0.6,1,0,7,-2,3,-3,-5,-0.3,-6
CC1CCCc2sc3nc(N4CCN(CCO)CC4)n4ncnc4c3c21 (stereo not drawn),0.0,-9,3,2,-1,0,3,10,-1.0,1
CC1CCCN(C(=O)c2ccc3c(c2NCCO)C(=O)c2ccccc2C3=O)C1 (stereo not drawn),-1.6,25,-2,2,-10,8,-6,7,0.9,-2
CCOC(=O)N1CCN(c2c(NCCCN3CCCCCC3)c(=O)c2=O)CC1,-1.8,-1,0,1,0,10,1,-5,1.4,-4
O=C(NCCN1CCOCC1)c1cc(-c2cccc(O)c2)on1,-2.5,-15,-1,4,5,16,-2,-14,1.6,-1
O=C(CSc1nnc(-c2ccccc2)n1Cc1ccco1)NCc1ccc2c(c1)OCO2,-2.3,-26,-1,-2,3,13,2,5,-1.3,-4
O=c1cc(O)n(-c2ccc(Cl)cc2)c(=S)[nH]1,-1.0,4,-1,-4,1,4,1,-2,0.3,x
CCC(=O)N(CCN1CCOCC1)Cc1cc2cc3c(cc2nc1Cl)OCO3,0.7,4,-1,-7,-1,-5,-3,-14,0.3,-2
O=C(OCC(=O)N1CCc2ccccc2C1)c1cc(=O)[nH]c2ccccc12,0.0,-17,0,-4,2,0,0,-20,-1.3,2

# Given as labelled records: part of the list above
SMILES: CC(C)COC(=O)C1C(=O)CC(C)(O)C(C(=O)OCC(C)C)C1c1cccnc1 (stereo not drawn)
  OPRM1-OPRD1 ag: -1.1 | HTR5A inv ctr: 0 | V-ATPase pHluor: 1 | Keap1 Nrf2 FP: -2 | HTR5A ag: -2 | OPRM1-OPRD1 inv: 6 | RTF Ca sens act: 3 | Cardiac RTF inh: -7 | C-LANA FP: -1.1 | CAL PDZ FP: -1

SMILES: O=C(OCC(=O)N1CCc2ccccc2C1)c1cc(=O)[nH]c2ccccc12
  OPRM1-OPRD1 ag: 0.0 | HTR5A inv ctr: -17 | V-ATPase pHluor: 0 | Keap1 Nrf2 FP: -4 | HTR5A ag: 2 | OPRM1-OPRD1 inv: 0 | RTF Ca sens act: 0 | Cardiac RTF inh: -20 | C-LANA FP: -1.3 | CAL PDZ FP: 2

# The listing continues.
SMILES,OPRM1-OPRD1 ag,HTR5A inv ctr,V-ATPase pHluor,Keap1 Nrf2 FP,HTR5A ag,OPRM1-OPRD1 inv,RTF Ca sens act,Cardiac RTF inh,C-LANA FP,CAL PDZ FP
c1ccc2c(c1)Nc1nccnc1S2,1.9,-5,1,-6,1,-10,10,-8,1.2,-3
NC(=O)C1CCN(S(=O)(=O)c2cccc(S(=O)(=O)N3CCCCC3)c2)CC1,-0.1,-17,2,-4,0,1,10,4,0.1,-7
O=S(=O)(Nc1ccc(S(=O)(=O)N2CCOCC2)cc1)c1ccc(Br)cc1,-0.6,-2,1,1,1,3,-6,-12,-1.4,-2
CCC(C)N1CNc2c(c(=O)[nH]c(=S)n2-c2cccc(C)c2)C1 (stereo not drawn),2.9,-21,3,2,8,-15,6,2,-0.6,3
Cc1ccnc(SCC(=O)c2ccc(Br)cc2)c1C#N,2.2,7,5,5,1,-11,3,4,2.2,-4
CCC(C(=O)Nc1ccc2c(c1)OCCO2)c1ccccc1 (stereo not drawn),-2.6,-2,-2,-8,-6,12,4,-5,-0.5,2
O=C(O)C(Cc1ccccc1)n1cccc1 (stereo not drawn),-2.6,-9,1,-1,-4,11,-1,-7,1.2,-1
O=C1Nc2ccccc2C1(O)c1ccccc1 (stereo not drawn),-1.9,5,9,-3,-2,10,-1,-28,-1.5,0
O=C(NCCc1c[nH]c2ccccc12)c1cnc2sccn2c1=O,-0.4,-13,-1,-3,5,2,1,-13,-1.2,x
Cn1c(=O)cc(OCCCC(=O)NCc2ccc(F)cc2Cl)c2ccccc21,-1.4,4,0,-4,-3,10,-3,12,0.5,-4
CC(=O)c1cccc(NC(=O)NNC(=O)c2ccc(-c3ccccc3)cc2)c1,-2.5,-11,-3,1,-3,13,0,-5,-1.2,x
CCCNC(=O)c1ccc(C2SCC(=O)N2CCc2ccccc2)cc1 (stereo not drawn),-1.7,2,-1,-4,0,9,-3,3,1.9,-2
C/C(=N/NC(=O)CNC(=O)c1ccccn1)c1ccccc1,-0.1,-11,-3,1,-2,1,-4,-16,0.7,-2
COc1ccc(C(=O)n2cc(C(=O)c3cc(C)ccc3O)cn2)cc1,-4.0,14,0,-2,1,18,-5,10,-3.2,-1
C=CC[C@@H](CC(=O)OC(C)(C)C)C(=O)OC[C@@H]1CCCN1C(=O)[C@H](CC=C)CC(=O)NCCO,-3.1,-8,-2,0,2,14,-5,-3,2.9,-2
COC(=O)C1(C#N)C(c2ccccc2)C1(C(=O)OC)C(=O)OC (stereo not drawn),-3.1,-7,6,-1,3,15,2,0,0.6,-3
O=C(N/N=C/c1ccc[nH]1)c1ccccc1[N+](=O)[O-],0.4,-7,4,-3,1,-3,1,-18,0.1,0
Cc1cc(C)nc(Nc2cccc(Cl)c2)n1,-0.2,-2,0,0,1,1,-10,-3,1.5,-1
O=C(COc1ncnc2c(Cl)cc(Cl)cc12)N1CCN(S(=O)(=O)c2ccccc2)CC1,0.6,19,2,-4,3,-2,2,-12,-0.6,-5
C[C@H](CO)N1C[C@H](C)[C@@H](CN(C)S(=O)(=O)c2ccccc2)Oc2c(NC(=O)Nc3ccc4c(c3)OCO4)cccc2C1=O,-2.6,-5,2,-4,1,12,6,-5,1.1,-1
COC(=O)[C@]1(Cc2ccccc2)N[C@H](CN(C)S(=O)(=O)c2ccc(F)cc2)[C@@H]2C(=O)N(C)C(=O)[C@@H]21,-2.6,23,2,0,-7,12,-6,-11,0.2,6
CCc1cccc2c(C(=O)COC(=O)/C=C/c3ccc(O)c(OC)c3)c[nH]c12,-2.0,-2,0,-4,1,10,-1,-11,-2.7,3
COc1ccc(Cl)cc1C(=O)NCCN1CCOCC1,-0.7,-19,-1,-1,5,4,2,-2,3.8,1
Oc1ccc(N2CCN(Cc3ccc(OCCCN4CCCCC4)cc3)CC2)cc1,6.5,-6,3,-5,2,-34,11,-8,-0.2,5
O=C(COC(=O)CCC(=O)c1ccc(F)cc1)Nc1ccccc1,-1.2,-6,-3,-5,-2,6,6,1,0.2,-7
Cn1cc(C=C2C(=O)CC(C)(C)CC2=O)c2ccccc21,-0.1,10,x,-4,-1,1,-1,2,1.1,0
CC(C)n1ncc2c(C(=O)Nc3cccc(S(=O)(=O)N(C)C)c3)cc(C3CC3)nc21,-0.8,-35,-2,8,14,3,0,-6,-0.8,9
COc1ccc(-c2cc(C(=O)Nc3ccccc3)on2)cc1,4.9,20,0,-6,-1,-24,8,-22,-0.4,x
O=C(Nc1ccc2c(c1)OCCO2)c1ccncc1,-0.9,16,-3,2,-3,5,0,-18,-2.2,4
CCOC(=O)COC(=O)c1ccc(O)cc1,-5.0,-19,-3,1,0,23,-4,0,1.1,x
CN(c1ccccc1C(=O)Nc1cccc([N+](=O)[O-])c1)S(=O)(=O)c1ccccc1,-4.2,-1,0,0,0,22,0,-10,0.0,-7
O=C(O)c1ccc(CN2C(=O)c3ccccc3S2(=O)=O)cc1,-2.7,3,-3,4,-2,12,3,-1,6.2,-7
CCCOc1ccc(N2C(=O)CC(SC(=NCC)Nc3cccc(F)c3)C2=O)cc1 (stereo not drawn),4.4,2,-2,1,7,-27,-3,11,0.7,0
CCOc1ccc(NC(=O)CNc2cccc(S(=O)(=O)N3CCCCCC3)c2)cc1OCC,-3.0,-18,1,-6,2,11,2,-4,1.3,-6
CCOc1ccc(C(=O)N2CCN(c3ccccc3)CC2)cc1OCC,1.2,-19,1,-4,3,-7,-3,5,-1.8,-2
O=C(O)C1C2CCC(C2)C1C(=O)Nc1ccccc1 (stereo not drawn),-2.1,5,-3,6,-1,11,3,2,1.9,2
CN1CCN(S(=O)(=O)c2ccc(Oc3ccc(F)cc3Br)nc2)CC1,-2.4,9,1,-1,-3,12,-4,-2,0.2,1
COc1ccc(C(=O)N2CCc3ccccc32)cc1S(=O)(=O)N1CCOCC1,-0.1,-6,4,-2,2,0,-1,-5,1.5,-3
CNC(=O)Nc1cc(C(F)(F)F)cc(C(F)(F)F)c1,-0.5,-33,1,4,5,2,-3,-4,1.3,-1
CC(=O)NCCCC(=O)NC(CCC(=O)OCc1ccccc1)C(=O)OCc1ccccc1 (stereo not drawn),2.0,4,-4,-6,-2,-10,0,-2,-0.5,-2
CCOc1ccc(-n2c(O)c(/C=N/Nc3nnc(C)c(=O)[nH]3)c3ccccc3c2=O)cc1,0.3,21,-1,3,-9,-2,-4,1,-0.9,-5
Cc1ccc(N(CN2C(=O)C3C4CCC(C4)C3C2=O)C(=O)c2ccco2)cc1 (stereo not drawn),-2.4,19,-1,0,0,13,3,-2,0.9,-2
Cc1ccc(S(=O)(=O)NC(=O)c2cccn2C)cc1,-1.8,0,3,4,-2,10,0,-6,-0.4,-1
O=C(Nc1ccccc1N1CCCCC1)c1cccs1,6.3,7,0,2,-1,-34,-2,-5,1.0,-5
O=C(OCC(=O)N1CCCC1=O)c1cc(S(=O)(=O)N2CCOCC2)ccc1Cl,-2.9,-16,-3,3,7,15,3,-8,2.4,0
COc1cccc(CN2CCN(Cc3[nH]c4ccccc4c3C)CC2CCO)c1 (stereo not drawn),2.2,-19,-1,-2,0,-15,-5,-12,0.4,-1
CC1CCCCC1NS(=O)(=O)CCNC(=O)c1ccc2c(c1)OCO2 (stereo not drawn),-1.1,20,4,-1,5,7,-4,-9,-3.0,-4
Cn1c(SCc2cccnc2)nc2cccnc21,-0.9,-8,0,-5,2,5,1,-9,0.8,-4
CS(=O)(=O)N(CC(=O)NCCSCc1ccccc1)c1ccccc1Cl,0.4,-23,-1,2,1,-2,1,-5,0.0,x

# Screening data (PubChem)
